Source: PubChem (The Scripps Research Institute Molecular Screening Center)
FBW7 activator = human FBW7 E3 ligase activation, primary screen; AlphaScreen FBW7–phospho-cyclin E peptide binding, activator screen; normalized activity (activation), % at 26.1 µM; 0.13% of 650,000 active; AID 1259310; in the data active = normalized activity above about 1.9%;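 also: purified mutant Fbw7 with reduced substrate affinity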
MITF inh = inhibitors of human MITF | O75030 | AlphaScreen MITF homodimerization, bead proximity signal | inhibition, % at 2.6 µM | 0.91% of 650,000 active; in the data active = inhibition above about 50%;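 also: 0% = vehicle wells with protein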
Target sequence (O75030 whole entry, looked up): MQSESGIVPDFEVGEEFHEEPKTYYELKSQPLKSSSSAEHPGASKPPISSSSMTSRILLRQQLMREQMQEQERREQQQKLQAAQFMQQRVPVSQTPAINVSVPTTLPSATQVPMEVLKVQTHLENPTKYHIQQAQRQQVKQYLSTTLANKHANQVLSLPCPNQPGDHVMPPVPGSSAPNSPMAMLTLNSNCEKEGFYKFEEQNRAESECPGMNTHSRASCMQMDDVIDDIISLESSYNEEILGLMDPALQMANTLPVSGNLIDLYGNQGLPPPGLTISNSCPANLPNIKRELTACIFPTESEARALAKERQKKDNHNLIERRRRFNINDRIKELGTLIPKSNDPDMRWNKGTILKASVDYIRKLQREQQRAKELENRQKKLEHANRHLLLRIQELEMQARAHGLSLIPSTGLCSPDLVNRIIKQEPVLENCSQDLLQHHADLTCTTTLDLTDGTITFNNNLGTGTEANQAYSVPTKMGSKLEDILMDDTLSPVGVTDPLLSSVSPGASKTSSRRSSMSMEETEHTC
GPR151 ag = activators of human GPR151; activation, % at 11.2 µM; Q8TDV0; AID 1508602; 1% of 650,000 active; PathHunter beta-arrestin GPR151 cells, luminescence; in the data active = activation above about 4.9%;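 also: 0% = median of compound wells and 100% = cells with positive control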
Target sequence (Q8TDV0 whole entry, looked up): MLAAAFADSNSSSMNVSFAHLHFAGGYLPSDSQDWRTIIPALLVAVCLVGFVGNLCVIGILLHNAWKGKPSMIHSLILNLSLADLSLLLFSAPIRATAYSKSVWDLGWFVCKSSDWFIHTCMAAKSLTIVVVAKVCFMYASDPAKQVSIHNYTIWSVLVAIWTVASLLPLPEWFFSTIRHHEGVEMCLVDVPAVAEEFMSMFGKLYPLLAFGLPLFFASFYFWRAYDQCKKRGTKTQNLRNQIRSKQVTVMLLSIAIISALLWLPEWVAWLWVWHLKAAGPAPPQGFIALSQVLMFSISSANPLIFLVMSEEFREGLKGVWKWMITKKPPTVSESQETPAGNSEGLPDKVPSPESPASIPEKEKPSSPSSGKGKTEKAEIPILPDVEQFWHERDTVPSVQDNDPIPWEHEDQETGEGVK
TEAD-YAP block = TEAD-YAP interaction inhibition; HEK-TIYL cells, TEAD-Gal4/YAP UAS-luciferase luminescence; inhibition, % at 9.12 µM; 1.4% of 640,000 active; AID 1259422; in the data active = inhibition above about 32%;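 also: 0% = median of test compound wells and 100% = reference inhibitor wells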
Active calls of the source: *.

The first three entries, to show the layout:
SMILES	FBW7 activator	MITF inh	GPR151 ag	TEAD-YAP block
CC(=O)c1ccccc1-c1ccc(Cn2c(C)nc3cc(N)c(C)nc32)cc1	-0.3	-1	0.3	-6
O=C(c1scc2c1CCCC2)N1CCN(c2ccccc2O)CC1	-0.1	1	-0.7	-8
COc1cccc(-c2cc(C(=O)N3CC4CCC3C4)cc(-n3cnnn3)c2)c1OC (stereo unspecified)	0.1	-3	-0.4	-2

Main list, from the first entry:
SMILES	FBW7 activator	MITF inh	GPR151 ag	TEAD-YAP block
CC(=O)c1ccccc1-c1ccc(Cn2c(C)nc3cc(N)c(C)nc32)cc1	-0.3	-1	0.3	-6
O=C(c1scc2c1CCCC2)N1CCN(c2ccccc2O)CC1	-0.1	1	-0.7	-8
COc1cccc(-c2cc(C(=O)N3CC4CCC3C4)cc(-n3cnnn3)c2)c1OC (stereo unspecified)	0.1	-3	-0.4	-2
C=CCN1CCN(c2ccc3c(c2)OCO3)C1=O	0.0	5	-2.7	-36
Cc1c(C(=O)Nc2nc3ccccc3s2)sc2ncnc(N3CCOCC3)c12	-0.1	-9	-0.8	-55
COc1cc(OC)cc(C(=O)Nc2cc3nn(-c4ccccc4)nc3cc2C)c1	-0.1	-1	1.0	-2
O=C(NCc1nc(-c2ccncc2)n[nH]1)Nc1ccc(Cl)cc1C(F)(F)F	-0.2	-1	0.1	-6
COc1ccc(-c2noc(Cc3ccccc3)n2)cc1	0.0	10	-0.3	-46
O=C(NCC(c1ccco1)N1CCOCC1)c1ccc([N+](=O)[O-])cc1 (stereo unspecified)	-0.1	-3	1.9	-5
Cc1cccc(Cc2cnc(NC(=O)c3cccc([N+](=O)[O-])c3)s2)c1	-0.1	14	1.0	13
CCC(C)(C)NC(=O)CN(C(=O)c1snc(C(N)=O)c1N)c1ccc(C(C)C)cc1	0.1	2	-1.4	-9
COCCN(C1CCN(C(=O)c2ccc(Cl)nc2)CC1)S(=O)(=O)c1ccccc1	0.7	20	3.2	8
O=C(NCCOc1ccccc1)c1ccc2nc(Oc3ccccc3)sc2c1	0.7	9	-1.6	-28
Cc1ccc(NC(=O)c2ccc3oc(=O)c(S(=O)(=O)c4ccccc4)cc3c2)cc1	0.0	3	-0.5	9
CC1CCN(S(=O)(=O)c2ccc(NC(=O)CSc3ncccc3C(=O)O)cc2)CC1	0.2	10	-1.5	12
Cc1cc2c(cc3c(=O)n(CC(=O)NCc4ccccc4Br)ncn32)s1	-0.1	-4	0.0	-3
COc1ccc(-c2nn(C)c3sc(C(=O)N4CCCCC4)cc23)cc1OC	0.1	9	0.5	-3
CC(=O)c1cccc(NC(=O)CCCn2cnc(-c3ccc(F)cc3)cc2=O)c1	0.1	-1	-0.7	-1
Cc1ccoc1C(=O)NCC1Cc2cc(-c3cncc(C(N)=O)c3)cc(F)c2O1 (stereo unspecified)	-0.1	3	0.7	-2
Cc1ccc(C)c(-c2csc(-c3cc4cc(Br)ccc4oc3=O)n2)c1	1.1	9	-1.7	11
CN(C)C(=O)c1nc2ccc(Cl)cn2c1CN1CCCC(c2nc3ccccc3o2)C1 (stereo unspecified)	0.0	13	-0.8	-2
Cn1c(=O)c2c(nc(NCCO)n2Cc2cccc(Br)c2)n(C)c1=O	0.0	12	-0.1	22
CCOc1ccc(C(=O)Nc2ccccc2C)cc1Br	1.0	24	-1.8	-52
CCOc1ccc(C(=O)NCC(c2ccco2)N2CCOCC2)cc1 (stereo unspecified)	-0.1	-8	2.2	-4
N=C1C(c2nc3ccccc3[nH]2)=C(O)CN1c1cccc(C(F)(F)F)c1	-0.1	2	-0.1	-3

3 compounds from above, sorted by length of the SMILES, largest number first.
SMILES	FBW7 activator	MITF inh	GPR151 ag	TEAD-YAP block
COCCN(C1CCN(C(=O)c2ccc(Cl)nc2)CC1)S(=O)(=O)c1ccccc1	0.7	20	3.2	8
CC(=O)c1cccc(NC(=O)CCCn2cnc(-c3ccc(F)cc3)cc2=O)c1	0.1	-1	-0.7	-1
CCOc1ccc(C(=O)Nc2ccccc2C)cc1Br	1.0	24	-1.8	-52

One compound at a time, as listed above. Values in the order: FBW7 activator, MITF inh, GPR151 ag, TEAD-YAP block
Entry for O=C(NCCOc1ccccc1)c1ccc2nc(Oc3ccccc3)sc2c1 : 0.7, 9, -1.6, -28
Entry for Cc1ccoc1C(=O)NCC1Cc2cc(-c3cncc(C(N)=O)c3)cc(F)c2O1 (stereo unspecified) : -0.1, 3, 0.7, -2
Entry for Cc1cccc(Cc2cnc(NC(=O)c3cccc([N+](=O)[O-])c3)s2)c1 : -0.1, 14, 1.0, 13
Entry for CC(=O)c1ccccc1-c1ccc(Cn2c(C)nc3cc(N)c(C)nc32)cc1 : -0.3, -1, 0.3, -6

Carrying on.
SMILES	FBW7 activator	MITF inh	GPR151 ag	TEAD-YAP block
Clc1ncnc2c1[nH]c1ccc(Br)cc12	-0.1	8	-1.1	-4
O=C(NCc1nnc2n1CCN(C1Cc3ccccc3C1)CC2)C1CCOC1 (stereo unspecified)	-0.1	2	0.3	8
CCc1cccc(CC)c1NC(=O)/C(C#N)=C/c1ccc(NC(C)=O)cc1	0.1	-7	-1.9	-5
CCOC(=O)c1cc2sc(Br)cc2n1C	-0.3	-2	1.0	-7
O=C1CCCC(=O)N1c1ccccc1	0.1	-6	0.0	8
Cn1c(Sc2ccc([N+](=O)[O-])c3cnccc23)nnc1C(F)(F)F	-0.2	-12	1.2	-1
COc1ccc(C(=O)Nc2ccc(Br)cc2)cc1S(=O)(=O)N1CCCC1	0.3	22	2.7	19
COc1ccccc1NC(=O)CN(C)S(=O)(=O)c1cc2c(cc1Cl)NC(=O)CO2	-0.1	2	-0.7	-8
Cc1nnc2c(NCCN3CCOCC3)nc3ccccc3n12	0.9	8	0.0	2
COc1ccc(CCNC2CCN(c3cccc(NC(=O)C4CC4)c3)CC2)cc1OC	-0.1	6	-0.3	6
CCN(CC)S(=O)(=O)c1ccc(Sc2nncn2C)c([N+](=O)[O-])c1	-0.2	-9	0.6	-1
COc1ccc(N2CCN(CCCn3c(=S)[nH]c4ccccc4c3=O)CC2)cc1	-0.1	-2	0.1	4
CC(C)(C)CC(C)(C)c1ccc(O)c(Sc2cc(C(C)(C)CC(C)(C)C)ccc2O)c1	0.1	3	-0.5	6
CCN(CC)S(=O)(=O)c1cc([N+](=O)[O-])ccc1N/N=C/c1sccc1C	0.0	-2	1.4	12
CCOc1ccc(S(=O)(=O)N2CCSC2c2cccc(Cl)c2)cc1 (stereo unspecified)	0.5	6	2.3	-7
O=C(c1ccco1)N1CCN(c2ncc(-c3cccnc3)n3ccnc23)CC1	2.3*	-24	1.3	-70
COc1ccc(C(=O)/C=C(\C)Nc2ccc(C)cc2)cc1	-0.1	-6	0.1	2
CCC(C)NC(=O)c1ccc2c(c1)nc(C)n2-c1cc(OC)c(OC)c(OC)c1 (stereo unspecified)	0.5	12	-1.6	-4
C/C(=N\NC(N)=O)c1ccc(C)c(C)c1	0.1	14	-1.0	1
COc1ccc(NC(=S)NC(=O)CC(C)C)c(OC)c1	0.2	8	-0.6	-38
CC1(C)CC(NC(=O)C(=O)Nc2ccc(C(C)(C)C)cc2)CC(C)(C)N1	0.4	8	1.7	6
CCOC(=O)C1CCC(CN(Cc2ccc(OC)cc2)S(=O)(=O)c2ccc3c(c2)OCCO3)CC1 (stereo unspecified)	0.1	17	-1.3	3
CSCC[C@H](NC(C)=O)C(=O)N1CCC(CO)(CCc2ccccc2)CC1	-0.1	2	-1.8	-6
O=C(CCc1nnc(-c2ccc(-c3ccccc3)cc2)o1)NCCc1cn[nH]c1	0.1	5	-1.3	9
NC(=O)c1cc2nc(-c3ccco3)cc(C(F)(F)F)n2n1	-0.1	13	0.8	-3

(more compounds)
SMILES	FBW7 activator	MITF inh	GPR151 ag	TEAD-YAP block
COc1ccc(NC(=O)Cc2ccc(F)cc2)c(OC)c1	0.0	0	0.2	-7
O=C1OC(OC(=O)c2ccccc2)C(Cl)=C1Cl (stereo unspecified)	-0.1	0	-0.5	2
CC(OC(=O)c1ccc2c(c1)S(=O)(=O)c1ccccc1C2=O)C(N)=O (stereo unspecified)	-0.2	-8	-0.3	4
CNCc1cn(-c2ccccc2)nc1-c1ccccc1	-0.1	-3	0.9	4
O=c1ccc2cc3c4c(c2o1)CCCN4CCC3	0.2	-2	-0.3	1
O=C(Nc1cc(Cl)ccc1Cl)C12CC3CC(CC(C3)C1)C2	0.0	15	-0.7	3
CCOc1ccc(C2C(C(=O)Nc3nc4ccc(OC)cc4s3)c3ccccc3C(=O)N2CCN2CCOCC2)cc1 (stereo unspecified)	-0.1	-5	-0.1	-7
O=C(Nc1cc(Cl)ccc1Cl)C1CC(=O)N(Cc2ccccc2)C1 (stereo unspecified)	-0.2	0	-1.1	-13
Cc1ccc(F)cc1NS(=O)(=O)c1cccc2cccnc12	0.1	12	-0.4	-1
Cc1nc2ccc([N+](=O)[O-])cc2c(=O)n1Cc1cccc(Cl)c1	0.1	-20	-0.3	4
NC(=O)Nc1ccc(C(=O)OCC(=O)c2c[nH]c3ccccc23)cc1	0.2	7	-0.8	-21
COc1ccc(C(=O)COC(=O)CNC(=O)c2cc(OC)cc(OC)c2)cc1	0.2	12	-1.3	6
CCS(=O)(=O)N1CCC(C(=O)NCCCOC)CC1	0.0	-13	-0.1	-9
Cc1ccc(NC(=O)C2CCC(=O)N2)c(C)c1 (stereo unspecified)	0.0	4	1.1	6
C=CCNC(NC(=O)c1ccccc1C)C(Cl)(Cl)Cl (stereo unspecified)	0.9	-3	-1.2	3
Clc1ccccc1Nc1nccn2c(-c3ccc4[nH]ccc4c3)cnc12	0.0	-11	-0.1	-6
C[C@H](NC(N)=O)C(=O)OCC(=O)Nc1cc(C(F)(F)F)ccc1Cl	0.5	15	-0.4	8
COc1ccc(NS(=O)(=O)c2ccc(O)c(C(=O)O)c2)cn1	1.0	42	-0.2	-7
O=[N+]([O-])c1ccc(S(=O)(=O)N2CCCCCC2)cc1	0.5	9	0.0	15
CCn1cc(CNC(=O)C2CC(Cc3ccc(F)cc3)=NO2)cn1 (stereo unspecified)	-0.2	-12	2.2	-40
CCCCOc1ccc2c(C)cc(=O)oc2c1I	0.1	13	-0.3	-8
O=P1(Nc2cccnc2)C=C(c2ccccc2)OC(c2ccccc2)=C1	0.1	-2	1.2	-6
CC(=O)c1ccc(NC(=O)Cn2c(-n3nc(C)cc3C)nc(C)cc2=O)cc1	0.1	2	-0.5	18
CCOc1ccccc1NC(=O)CN(c1cc([N+](=O)[O-])ccc1C)S(C)(=O)=O	0.0	0	-0.1	-10
COc1ccc(CCNc2nc(N3CCOCC3)nc(N3CCOCC3)n2)cc1OC	0.0	-10	-1.2	-1

Continuation.
SMILES	FBW7 activator	MITF inh	GPR151 ag	TEAD-YAP block
Cc1ccnc(N2CCC(C(=O)Nc3ccccc3F)CC2)n1	0.1	15	0.8	5
COC(=O)c1ccc(S(=O)(=O)c2cc[n+]([O-])cc2)cc1	0.0	14	-0.5	5
O=C(Nc1ccc(F)c(F)c1)c1c(O)c2cccc3c2n(c1=O)CCC3	-0.1	-9	2.8	-1
COc1cc(C=Nc2cccc(C#N)c2)ccc1OC(C)=O	-0.2	0	1.5	1
Cc1c(C(=O)NC2CC2)oc2ccc(S(=O)(=O)N3CC(C)CC(C)C3)cc12 (stereo unspecified)	0.1	-7	-0.3	31
CCOc1ccc2c(=O)c(Oc3ccc(OC)cc3)c(C(F)(F)F)oc2c1	-0.2	-7	-0.8	-2
Cn1ccnc1CNC(=O)CCC1(Cc2ccc(-c3ccccc3)cc2)CCC(=O)N1 (stereo unspecified)	-0.1	5	1.2	-3
COC(=O)c1c(NC(=S)Nc2ccn(C)n2)sc(C(=O)N(C)C)c1C	-0.2	5	1.0	6
COc1ccc(/C=c2/sc3nc4ccccc4n3c2=O)cc1OC	-0.1	-4	-0.3	2
CCCCN(C)C(=O)CC1(c2ccc(OC)cc2)CC(=O)N(C2CCCC2)C1=O (stereo unspecified)	0.0	12	-0.1	-44
CN(C)CCNC(=O)CSc1ccccc1	0.7	2	0.6	14
O=C(O)/C=C/c1cccc(-c2cnc3ccc(NCc4ccc(F)cc4)nn23)c1	-0.8	-21	-0.4	2
O=C(CCCN1C(=O)CCC1=O)Nc1cccc([N+](=O)[O-])c1	0.2	15	-1.6	-4
COCCCNC(=O)CN(c1cc(C(F)(F)F)ccc1Cl)S(=O)(=O)c1ccccc1	0.1	11	0.3	-14
Cc1cccc(N2CCC(N=CN3CCCCCC3)=N2)c1	0.0	14	2.4	-30
Cc1cccc(-c2nc(N(C)Cc3ccccc3)c3ccccc3n2)c1	0.7	20	-0.9	-13
COc1cc(CN2CCN(c3ccccc3)CC2)c([N+](=O)[O-])cc1OC	0.0	-7	0.5	-14
CCOc1c(Cl)cc(/C=N/N=C2\NC(=O)C(CC(=O)O)S2)cc1OC (stereo unspecified)	-0.1	12	-1.7	11
CC(=O)C1=C(O)C(=O)N(CC2CCCO2)C1c1ccccc1 (stereo unspecified)	-0.4	12	0.4	3
O=C(OCC(=O)N1CCc2ccccc21)/C(=C/c1ccco1)n1nnnc1-c1ccccc1	-0.1	-7	-0.3	-2
N=C1S/C(=C\c2cc3c(cc2Br)OCO3)C(=O)N1c1ccc(OC(F)(F)F)cc1	-0.1	-1	1.1	-4
O=C(NCc1cccnc1)C1CCN(c2ccc(Nc3ccc(C(F)(F)F)cc3)nn2)CC1	-0.1	4	-1.6	0
COc1ccc(CN2CCN(c3c4c(c(C#N)c5nc6ccccc6n35)CCC4)CC2)cc1	0.1	-7	0.3	-4
O=C(Nc1nnc(-c2ccc(Br)cc2)s1)c1ccc(Cl)c(Cl)c1	-0.1	-5	0.7	6
Cc1ccc(S(=O)(=O)Cn2nnnc2CN2CCCC3(CCCCC3)C2)cc1	0.0	-6	0.2	3
Nc1c(C(=O)NCc2ccc3c(c2)OCO3)nnn1Cc1ccc(Br)cc1	0.0	6	1.9	-4
O=C(N/C(=C\c1cccc(Br)c1)C(=O)N1CCCCC1)c1ccco1	-0.1	4	0.0	2
